Screens as filed in PubChem BioAssay.
Wnt act – activators of Wnt/beta-catenin signaling; Wnt/beta-catenin reporter cell assay, activator, plate reader; 300,000 tested, 1.2% active; activation, % at 9.35 µM; in the data active = activation above about 30%, passing the limit was not always enough; inconclusive = no clear call, values can overlap the other calls;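 also: 0% = neutral control wells and 100% = positive control wells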
dFosB act – enhances mouse delta FosB homodimer DNA binding; 340,000 tested, 0.99% active; P13346; AID 493131; purified delta FosB, TAMRA-CDK5 oligo fluorescence polarization; percent of positive-control signal above neutral wells; activation, % at 25 µM;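 active = mean activation above about 17%, with every replicate also reaching it, limit read from the data, passing the limit was not always enough; inconclusive = only one of the two conditions met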;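 also: fluorescence polarization rise as delta FosB binds a TAMRA Cdk5 AP-1 oligo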
RTF Ca sens act – increases calcium sensitivity of human cardiac regulated thin filaments; activation, % at 7.2 µM; 340,000 tested, 0.24% active; IANBD-labeled TnC RTF fluorescence at EC20 calcium; 0% EC20 calcium, 100% full calcium; AID 493008; P19429+P45379;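 active = activation above the mean over all tested compounds plus 3 SD, cut at about 30% in these data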;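 also: rise in fluorescence read as greater calcium sensitivity of cardiac thin filaments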
SR-BI HDL uptake – mouse SR-BI HDL lipid transfer inhibition; Q61009; ldlA[mSR-BI] CHO cells, DiI-HDL uptake fluorescence, 3 h; inhibition, % at 12.5 µM; 320,000 tested, 0.96% active; AID 488896;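 active = mean replicate inhibition of at least 70% and a set share of replicates each scoring 70 or more; inconclusive = meets just one of the two criteria; inactive = fails both criteria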;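 also: 0% = median of neutral control wells and 100% = median of positive control wells; values of inactives mirror those of a sister screen read the other way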
Rtt109 Vps75 – blocks Candida albicans Rtt109/Vps75 acetyltransferase activity; inhibition, % at 34.9 µM; Q5AAJ8; AID 540336; 330,000 tested, 0.16% active; purified Rtt109/Vps75, ThioGlo CoA-SH fluorescence, 4 h;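 active = inhibition of at least 50% in every replicate; inconclusive = best replicate reaches 50% inhibition but some replicates fall short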
HTR5A ag ctr – activates human HTR5A in OPRM1-OPRD1 agonist counter-screen | HTR5A agonist assay, luminescence, cell-based | activation, % at 9.3 µM | 340,000 tested, 0.61% active | AID 504692; in the data active = activation mostly above about 9.5%, no sharp cut-off; inactive = mostly below about 7.6%;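 also: 0% = cells with vehicle only and 100% = reference agonist; strong numbers were not always called active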
Target sequence (P47898 whole entry, looked up): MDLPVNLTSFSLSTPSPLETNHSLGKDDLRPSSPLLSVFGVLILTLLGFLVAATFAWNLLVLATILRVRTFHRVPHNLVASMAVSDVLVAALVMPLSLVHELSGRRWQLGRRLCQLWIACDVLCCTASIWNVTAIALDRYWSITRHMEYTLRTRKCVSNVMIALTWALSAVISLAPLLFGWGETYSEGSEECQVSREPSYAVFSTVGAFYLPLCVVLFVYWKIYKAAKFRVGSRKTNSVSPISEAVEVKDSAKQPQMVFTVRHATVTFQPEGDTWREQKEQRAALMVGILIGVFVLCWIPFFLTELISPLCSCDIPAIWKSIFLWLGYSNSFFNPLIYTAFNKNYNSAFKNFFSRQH
SR-BI uptake up – SR-BI HDL lipid transfer activation. activation, % at 12.5 µM. CHO ldlA[mSR-BI] cells, DiI-HDL uptake fluorescence, 3 h; 100 = double the neutral-control signal. AID 504775. 320,000 tested, 0.096% active;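 active = mean replicate activation of at least 60% and every replicate at or above 60%; inconclusive = mean or all-replicate condition met, but not both; inactive = mean below 60% and not all replicates reaching 60%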;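 also: 0% = median plate neutral-control signal and 100% = twice that signal; values of inactives mirror those of a sister screen read the other way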
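Material: SR-BI-overexpressing, LDLR-lacking CHO cells | Dosing: Single compound concentration, delivered by pin transfer | Probe or stimulus: Labelled HDL, 10 µg/mL | Signal: Bottom-read cell fluorescence after medium removal, ex 550/em 595 nm | Schedule: 3 h, 37 °C | Evaluation: HDL uptake via cellular fluorescence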
MITF act – increases MITF-driven TRPM1 promoter luciferase signal. activation, % at 12.5 µM. SK-MEL-5 TRPM1-promoter luciferase, 24 h; % of positive control, neutral wells = 0. 300,000 tested, 0.75% active;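 active = mean activation of at least 80% with every replicate also reaching 80%; inconclusive = mean reaches 80% but some replicate falls short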;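 also: 0% = neutral control wells and 100% = parthenolide positive control wells; values of inactives mirror those of a sister screen read the other way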
CDK5 p35 inh – inhibitors of human CDK5/p35 kinase. Recombinant CDK5/p35, ADP-Glo luminescence, 60 min. inhibition, % at 10 µM. 330,000 tested, 0.01% active;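 active = highest replicate inhibition of at least 50% and at least 75% of replicates reaching 50%; inconclusive = only one of the two criteria met; inactive = both criteria failed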;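 also: plate controls were DMSO neutral control for no effect and GW8510 at 10 µM for full effect; many of its hits are not listed in these tables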
Target sequence (Q00535 whole entry, looked up): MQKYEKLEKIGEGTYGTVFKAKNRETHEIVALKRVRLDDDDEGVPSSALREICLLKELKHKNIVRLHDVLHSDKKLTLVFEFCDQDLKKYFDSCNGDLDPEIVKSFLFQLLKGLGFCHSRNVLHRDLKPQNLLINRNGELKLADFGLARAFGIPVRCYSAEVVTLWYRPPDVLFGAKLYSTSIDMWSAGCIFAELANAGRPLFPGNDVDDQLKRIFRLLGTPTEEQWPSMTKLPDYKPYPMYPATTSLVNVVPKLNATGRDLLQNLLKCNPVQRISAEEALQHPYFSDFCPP
Target sequence (Q15078 whole entry, looked up): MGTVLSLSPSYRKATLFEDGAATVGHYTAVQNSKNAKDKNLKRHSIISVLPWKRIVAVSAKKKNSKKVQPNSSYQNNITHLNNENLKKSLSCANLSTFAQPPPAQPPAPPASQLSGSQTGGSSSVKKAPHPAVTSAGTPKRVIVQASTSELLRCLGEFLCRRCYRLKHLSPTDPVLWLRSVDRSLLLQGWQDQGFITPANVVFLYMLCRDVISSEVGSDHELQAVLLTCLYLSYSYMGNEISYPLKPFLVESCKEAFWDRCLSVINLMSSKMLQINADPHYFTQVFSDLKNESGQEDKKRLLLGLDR
PvdQ inh – blocks Pseudomonas aeruginosa PvdQ acylase activity. purified PvdQ acylase, fluorescence plate reader. inhibition, % at 10 µM. 340,000 tested, 0.063% active; in the data active = inhibition above about 30%, passing the limit was not always enough; inconclusive = no clear call, values can overlap the other calls;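 also: 0% = vehicle neutral wells and 100% = reference inhibitor wells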
The depositor's hits bear a star; u = inconclusive; x = not tested or not shown.

SMILES	Wnt act	dFosB act	RTF Ca sens act	SR-BI HDL uptake	Rtt109 Vps75	HTR5A ag ctr	SR-BI uptake up	MITF act	CDK5 p35 inh	PvdQ inh
COc1cccc(N2CCN(C(=O)c3cccnc3)CC2)c1	-1	5	1	8	-8	3	-8	5	0.3	3
COCCOc1cc(COC)nc(-c2cccc(C)c2)n1	1	-6	x	7	2	x	-7	x	1.6	-9
COc1cc2nncc(SC)c2cc1OC	-2	-11	-5	-10	-2	1	10	-4	-0.1	-8
O=C(Cn1cc2c(n1)CCCC2)N1CCOCC1	1	-2	6	-14	0	-1	14	-5	-0.5	-7
CN(CCc1cn[nH]c1)Cc1nc(C(c2ccccc2)c2ccccc2)no1	-1	2	-1	-19	1	-2	19	-4	-0.8	0
Cc1ccccc1CNC(=O)c1ccccc1	x	9	3	-21	0	2	21	7	-1.2	8
COC(=O)c1ccc(COc2ccccc2[N+](=O)[O-])o1	20	-8	-2	-13	-15	-5	13	14	-7.3	-7
CN(C)c1ccnc(Nc2ccc(O)cc2)c1C#N	0	-11	10	-9	-2	2	9	-5	-0.4	-25
CCOC(=O)C1=C(Nc2ccccc2)OCC1=O	x	-3	2	-12	-27	-3	12	13	-1.9	-16
CN(Cc1ccc(C(C)(C)C)cc1)C(=O)c1ccc2c(c1)OCO2	0	-11	-9	-31	-1	0	31	0	-1.2	9
CN(CCOc1ccc(Cl)c(Cl)c1)Cc1ccccc1	-5	-4	4	-5	3	4	5	6	-0.1	-15
CC(=O)c1ccc(C(=O)N2CCCC(C(=O)c3cc(F)ccc3F)C2)s1 (stereo unspecified)	1	-6	1	9	3	-1	-9	-6	1.9	-8
CCOC(=O)c1c(S(=O)(=O)NCC(=O)Nc2cc(C)ccc2OC)c(C)n(C)c1C	-3	-6	-5	12	12	-4	-12	-2	-0.8	3
COc1cccc(CN2CCCC(CNC(=O)c3ccc(F)cc3)C2)c1OC (stereo unspecified)	2	-5	6	-2	x	-3	2	-1	1.2	-11
O=C(C1CCN(S(=O)(=O)N2CCOCC2)CC1)N1CCN(Cc2ccccc2)CC1	x	7	-3	-6	-5	3	6	-3	0.0	-7
O=C(c1ccc(Cl)cc1)N1CCC(O)(CSc2ccc(Cl)cc2)CC1	x	0	-1	-8	-6	2	8	x	0.1	4
COc1ccccc1C(=O)O/N=C(\c1ccccc1)c1ccncc1	-1	-8	6	-12	19	-2	12	-2	-0.5	2
COc1cc(C(O)CO)ccc1OS(=O)(=O)O (stereo unspecified)	-1	4	0	6	-3	0	-6	9	0.6	5
CCOc1ccc(OCC(O)CNC2CCN(Cc3ccccc3)CC2)cc1 (stereo unspecified)	1	0	-1	x	4	0	x	-1	0.0	2
COc1cccc(/C=N/n2c(-c3cc(C)[nH]n3)n[nH]c2=S)c1OC	0	-4	3	-2	1	-3	2	-4	1.8	-2
CCC(C)(C)n1nnnc1C(c1ccc(OC)c(OC)c1)N1CCN(c2cccc(OC)c2)CC1 (stereo unspecified)	1	-1	-6	0	10	0	0	x	-0.1	4
CCOC(=O)C(Cc1c[nH]c2ccccc12)NC(=O)CNC(C)=O (stereo unspecified)	4	4	-5	-4	-3	0	4	x	-3.1	-5
CN(C)CCCN(C(=O)c1cc2cc([N+](=O)[O-])ccc2s1)c1nc2cc3c(cc2s1)OCCO3	-18	u	1	36	1	5	-36	-87	1.7	7
Cc1ccc(S(=O)(=O)N2CCN(C(=O)COC(=O)CNC(=O)c3ccccc3F)CC2)c(C)c1	-2	-12	1	-12	-20	0	12	-2	1.7	-15
COC(=O)c1cccc(C(=O)N2CCC(CO)(Cc3ccccc3Cl)CC2)c1	-3	-10	3	32	1	0	-32	-2	2.1	-15
Next part
SMILES	Wnt act	dFosB act	RTF Ca sens act	SR-BI HDL uptake	Rtt109 Vps75	HTR5A ag ctr	SR-BI uptake up	MITF act	CDK5 p35 inh	PvdQ inh
COc1ccc(C2=C(C=Nc3c(C)n(C)n(-c4ccccc4)c3=O)C(c3ccccc3C)c3ccccc3O2)cc1OC (stereo unspecified)	x	-7	0	29	-13	-2	-29	21	1.6	-2
Cc1cc(C(=O)OCC(=O)N2C(C)CCCC2C)c2ccccc2n1 (stereo unspecified)	-3	-4	1	30	5	-5	-30	-2	-1.5	8
CC(C)=C(NC(=O)c1ccccc1)C(=O)NCc1ccccc1	0	5	9	-3	1	2	3	-2	1.4	-2
O=S(=O)(NC1CC1)c1ccc(Cl)cc1	3	-4	0	x	-26	-1	x	-11	0.2	-9
COc1ccc(NC(=O)CCCC(=O)NCCc2ccc(OC)c(OC)c2)cc1	0	0	-7	6	3	-2	-6	-13	1.4	7
CC(C)CC(NC(=O)C(NC(=O)OC(C)(C)C)C(C)C)C(=O)N1CCCC1C(N)=O (stereo unspecified)	-1	-2	-4	17	4	2	-17	2	-1.0	-17
COCCCn1c(=O)c2sccc2n2c(CCCC(=O)NCc3ccc(F)cc3)nnc12	1	-7	-3	9	0	-1	-9	2	0.9	-7
COc1ccc(OC)c(/C=C/C(=O)N(C)CC(=O)Nc2ccc(C)cc2)c1	x	-3	-1	11	-3	2	-11	2	-0.6	9
COc1ccc(/C=C(\C#N)c2c[nH]c3ccccc23)cc1	5	-6	-5	64	6	20*	-64	12	0.3	-8
O=C(NCc1cc([N+](=O)[O-])ccc1O)c1cccnc1Sc1ccc(Cl)cc1	1	7	-6	-21	6	0	21	-15	1.0	-2
COc1ccc(C)cc1COC(=O)c1[nH]c(C)c(C(C)=O)c1C	-2	-5	-4	u	-3	-4	-71	4	0.3	-5
CCOC(=O)c1cc(NC(=O)C2C3CCC(O3)C2C(=O)O)cc(C(=O)OCC)c1 (stereo unspecified)	0	-2	4	-1	4	-2	1	-10	0.0	-4
Cc1nnc(SCC(=O)Nc2sc3c(c2C#N)CCCC3)[nH]c1=O	-2	-4	-7	-3	4	2	3	3	1.1	-5
COc1ccccc1NC(=O)Nc1ccc2c(c1)CCC2	19	-2	0	16	5	-2	x	112*	-1.7	-15
O=C(COc1ccccc1O)NNc1ccccc1	0	3	-1	-17	x	-4	17	5	2.5	-12
COc1ccc(/C=C/C(=O)Oc2cccc(/C=N/NC(=O)COc3c(C)cccc3C)c2)cc1	x	-7	-2	19	1	-3	-19	15	-2.4	10
CCN1CCN(S(=O)(=O)c2ccc3ccccc3c2)CC1	0	1	7	-12	-8	6	12	-2	-1.0	-15
CCCCCCn1c(N2CCN(c3ccccc3)CC2)nc2c1c(=O)n(C)c(=O)n2C	7	-8	-4	-131	16	1	u	x	-1.7	-10
OCCC1CN(Cc2ccc3ncccc3c2)CCN1Cc1ccccc1 (stereo unspecified)	-1	0	-6	-15	0	1	15	-6	0.5	-1
COc1ccc(CC(=O)N2CCN(c3ccccc3)CC2)cc1	-1	-6	-2	32	0	-5	-32	1	-0.3	-15
CCc1cc2cc3c(cc2nc1SCC(=O)N1CCN(C(=O)c2ccco2)CC1)OCO3	-1	-8	-4	45	19	1	-45	1	0.5	13
Cc1cc(S(=O)(=O)N(Cc2ccc(F)cc2)CC2CCCO2)ccc1-n1cnnn1 (stereo unspecified)	-5	-2	-1	-7	x	-4	7	-9	-1.2	-11
CS(=O)(=O)NCCNc1cc(Cl)ccc1[N+](=O)[O-]	-1	-2	-6	-14	-17	1	14	0	0.6	1
Cn1c(C(=O)Nc2ccc(Cl)cc2)cc2cc(Cl)ccc21	-4	1	-2	53	-4	3	-53	0	2.7	-12
Cc1ccc(NCc2n[nH]c(=S)n2-c2cccc(Cl)c2)cc1	-4	0	2	12	4	-4	-12	-7	-1.6	-14
(list continues)
SMILES	Wnt act	dFosB act	RTF Ca sens act	SR-BI HDL uptake	Rtt109 Vps75	HTR5A ag ctr	SR-BI uptake up	MITF act	CDK5 p35 inh	PvdQ inh
Cc1ccc(C(=O)N2CCN(c3ccc([N+](=O)[O-])c(N4CCOCC4)c3)CC2)cc1	-1	-1	-3	9	-11	2	-9	-14	-0.8	-15
O=C(CN1CCN(c2ccccc2F)CC1)NCc1ccccc1	0	-8	4	5	0	4	-6	15	-0.6	-9
COc1cc2c(cc1NC(=O)c1cccc([N+](=O)[O-])c1C)oc1ccccc12	-3	4	5	65	-1	1	-65	16	0.2	-8
CCc1nc(C)cn1S(=O)(=O)c1ccc(Br)cc1	51*	-11	-8	22	1	2	-22	-5	-4.0	-8
CCCCSc1nc2c(=O)[nH][nH]c(=O)c2n1Cc1ccccc1	x	3	-3	-5	12	4	5	-15	-0.1	0
O=C(NNC(=O)c1ccccc1[N+](=O)[O-])Nc1ccccc1C(F)(F)F	-2	-5	8	-11	x	-5	11	-13	-1.1	1
O=C(N/N=C/c1ccc(OCc2ccccc2)cc1)c1ccncc1	11	-3	-3	30	-4	-1	-30	39	-1.9	-4
Cc1ccc(C(=O)N2CC(C)OC(C)C2)cc1[N+](=O)[O-] (stereo unspecified)	-9	5	3	-10	5	-1	10	-13	-0.6	-1
CN1CCC(NC(=O)NC2CCCCC2)CC1	3	-1	4	x	-15	1	x	8	0.2	-14

Record cards (already shown). Order of screens: Wnt act	dFosB act	RTF Ca sens act	SR-BI HDL uptake	Rtt109 Vps75	HTR5A ag ctr	SR-BI uptake up	MITF act	CDK5 p35 inh	PvdQ inh
Cc1ccc(C(=O)N2CCN(c3ccc([N+](=O)[O-])c(N4CCOCC4)c3)CC2)cc1 is listed with -1	-1	-3	9	-11	2	-9	-14	-0.8	-15
O=C(CN1CCN(c2ccccc2F)CC1)NCc1ccccc1 is listed with 0	-8	4	5	0	4	-6	15	-0.6	-9
Cc1ccc(C(=O)N2CC(C)OC(C)C2)cc1[N+](=O)[O-] (stereo unspecified) is listed with -9	5	3	-10	5	-1	10	-13	-0.6	-1
CCCCSc1nc2c(=O)[nH][nH]c(=O)c2n1Cc1ccccc1 is listed with x	3	-3	-5	12	4	5	-15	-0.1	0
O=C(N/N=C/c1ccc(OCc2ccccc2)cc1)c1ccncc1 is listed with 11	-3	-3	30	-4	-1	-30	39	-1.9	-4

Hits appear at their usual frequency, and some 4.4% of all compounds hit somewhere here.
